# TcdB GH inh: blocks C. difficile toxin B glycohydrolase activity; P18177; TcdB glycohydrolase enzymatic assay, plate reader; inhibition, % at 9.99 µM; 350,000 compounds, 0.24% hits; AID 652162; in the data active means inhibition above about 10%
# Target sequence (P18177 whole entry, looked up): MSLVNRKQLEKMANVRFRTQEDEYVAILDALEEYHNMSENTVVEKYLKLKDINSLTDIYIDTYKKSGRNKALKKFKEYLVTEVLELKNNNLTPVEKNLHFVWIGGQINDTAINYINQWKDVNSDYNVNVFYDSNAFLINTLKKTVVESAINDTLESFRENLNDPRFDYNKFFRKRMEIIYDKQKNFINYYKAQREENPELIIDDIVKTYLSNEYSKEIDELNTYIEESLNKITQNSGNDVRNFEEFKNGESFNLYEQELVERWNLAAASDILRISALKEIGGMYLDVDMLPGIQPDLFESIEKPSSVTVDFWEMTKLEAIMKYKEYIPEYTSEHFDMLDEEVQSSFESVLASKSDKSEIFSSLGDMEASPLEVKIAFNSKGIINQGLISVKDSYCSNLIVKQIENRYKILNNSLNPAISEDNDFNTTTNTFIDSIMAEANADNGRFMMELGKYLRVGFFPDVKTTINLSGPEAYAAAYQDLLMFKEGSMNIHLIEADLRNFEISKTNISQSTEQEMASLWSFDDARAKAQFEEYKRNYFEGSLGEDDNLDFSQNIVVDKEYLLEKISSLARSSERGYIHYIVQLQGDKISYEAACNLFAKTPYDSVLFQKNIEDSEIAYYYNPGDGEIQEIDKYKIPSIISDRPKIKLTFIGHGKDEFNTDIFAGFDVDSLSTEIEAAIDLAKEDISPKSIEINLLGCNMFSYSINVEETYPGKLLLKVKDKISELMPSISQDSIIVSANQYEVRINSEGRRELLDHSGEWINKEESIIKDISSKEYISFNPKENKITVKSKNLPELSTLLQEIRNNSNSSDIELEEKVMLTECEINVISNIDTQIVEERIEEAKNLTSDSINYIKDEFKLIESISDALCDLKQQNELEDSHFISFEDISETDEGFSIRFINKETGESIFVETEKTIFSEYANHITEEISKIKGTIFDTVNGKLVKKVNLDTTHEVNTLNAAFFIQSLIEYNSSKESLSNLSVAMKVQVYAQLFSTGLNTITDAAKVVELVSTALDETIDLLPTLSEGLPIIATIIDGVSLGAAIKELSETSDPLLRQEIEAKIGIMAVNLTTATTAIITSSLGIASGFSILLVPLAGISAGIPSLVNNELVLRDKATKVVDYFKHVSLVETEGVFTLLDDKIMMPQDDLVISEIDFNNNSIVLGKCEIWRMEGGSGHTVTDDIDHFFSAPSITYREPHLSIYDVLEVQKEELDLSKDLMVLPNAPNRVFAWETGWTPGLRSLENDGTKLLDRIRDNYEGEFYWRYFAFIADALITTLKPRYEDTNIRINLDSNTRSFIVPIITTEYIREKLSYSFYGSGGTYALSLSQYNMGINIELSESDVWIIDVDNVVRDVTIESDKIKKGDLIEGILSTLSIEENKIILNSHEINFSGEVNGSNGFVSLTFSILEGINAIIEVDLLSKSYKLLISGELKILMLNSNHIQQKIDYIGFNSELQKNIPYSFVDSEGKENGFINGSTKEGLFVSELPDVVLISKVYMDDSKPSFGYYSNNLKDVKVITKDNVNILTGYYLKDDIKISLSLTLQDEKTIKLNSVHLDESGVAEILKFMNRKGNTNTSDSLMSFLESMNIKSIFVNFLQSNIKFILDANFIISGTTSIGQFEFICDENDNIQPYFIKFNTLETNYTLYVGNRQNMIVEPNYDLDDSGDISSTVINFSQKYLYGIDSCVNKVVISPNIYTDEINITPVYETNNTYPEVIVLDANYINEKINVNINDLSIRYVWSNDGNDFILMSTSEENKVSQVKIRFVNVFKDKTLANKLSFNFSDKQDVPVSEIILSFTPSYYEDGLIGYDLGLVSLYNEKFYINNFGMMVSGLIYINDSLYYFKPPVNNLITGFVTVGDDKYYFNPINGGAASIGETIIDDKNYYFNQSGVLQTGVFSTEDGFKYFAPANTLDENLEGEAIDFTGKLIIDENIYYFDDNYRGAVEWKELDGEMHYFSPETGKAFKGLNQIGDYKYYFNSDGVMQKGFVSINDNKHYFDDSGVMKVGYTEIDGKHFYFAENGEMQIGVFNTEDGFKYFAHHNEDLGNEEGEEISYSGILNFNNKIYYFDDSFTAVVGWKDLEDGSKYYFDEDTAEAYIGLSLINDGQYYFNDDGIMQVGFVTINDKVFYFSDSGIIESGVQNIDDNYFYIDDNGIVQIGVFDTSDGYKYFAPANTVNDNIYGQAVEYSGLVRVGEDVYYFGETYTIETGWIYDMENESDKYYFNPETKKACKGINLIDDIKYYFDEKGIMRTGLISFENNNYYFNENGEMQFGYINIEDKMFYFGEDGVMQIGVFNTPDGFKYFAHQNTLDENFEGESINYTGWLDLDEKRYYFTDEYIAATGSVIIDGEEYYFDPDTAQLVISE
# Active calls of the source: *; & = joins results of further samples.
SMILES,TcdB GH inh
O=S(=O)(c1cccs1)N1CCCCN2[C@H](C1)[C@@H](c1ccc(/C=C/c3ccccc3)cc1)[C@@H]2CO,0.0
C/C=C/c1ccc([C@@H]2[C@@H](CN(C)S(C)(=O)=O)N(C(C)=O)[C@H]2CO)cc1,0.3
O=C(C1CCOCC1)N1CC(=O)N2[C@H](CO)[C@@H](c3ccc(/C=C/c4ccccc4)cc3)[C@@H]2C1,0.6
Cc1noc(C)c1NC(=O)N(C)C[C@@H]1Oc2ccc(NC(=O)c3ccncc3)cc2C(=O)N([C@H](C)CO)C[C@H]1C,0.1
COc1ccc(NC(=O)N2CC[C@@H]3[C@H]2c2cc(C4=CCCCC4)ccc2N(C)[C@H]3CO)cc1,-1.3
O=C(c1ccccn1)N1CC(=O)N2[C@H](CO)[C@@H](c3ccc(C#CC4CCCC4)cc3)[C@H]2C1,0.1
C[C@H](CO)N1C[C@H](C)[C@H](CN(C)S(=O)(=O)c2ccccc2)Oc2ccc(NS(=O)(=O)c3ccccc3)cc2C1=O,0.3
CC(=O)n1cc([C@@H]2C=C(C(=O)N3CCCCCCC3)O[C@H](OCc3ccc(CO)cc3)C2)c2ccccc21,0.3
CCCC#Cc1cnc2c(c1)C(=O)N([C@H](C)CO)C[C@H](C)[C@H](CN(C)C(=O)c1ccc(F)cc1)O2,-0.2
CN1C(=O)c2cc(NC(=O)c3cccc(F)c3)ccc2OC[C@H]2O[C@H](CC(=O)NCC3CCCCC3)CC[C@H]21,-5.9&-2.7
Cc1cccc(S(=O)(=O)N[C@@H]2CC[C@H](CCNC(=O)Nc3cc(F)ccc3F)O[C@H]2CO)c1,0.6
O=C(Nc1cc(F)ccc1F)N[C@@H]1CC[C@H](CCNC(=O)c2cnccn2)O[C@@H]1CO,0.0
COc1ccc(NC(=O)N(C)C[C@@H]2OCc3ccccc3-c3c(n(C)c4ccccc34)C(=O)N([C@@H](C)CO)C[C@@H]2C)c(OC)c1,0.4
CN(C)CC(=O)Nc1ccc2c(c1)[C@H]1C[C@@H](CC(=O)NC3CCCCC3)O[C@H](CO)[C@H]1O2,-0.5
CCNC(=O)C[C@@H]1CC[C@@H]2[C@H](COC[C@@H](O)CN2C(=O)C2CCOCC2)O1,0.3
Cc1nn(C)cc1NC(=O)C[C@H]1CC[C@@H]2[C@H](COc3ccc(NC(=O)Nc4cccc(Cl)c4)cc3C(=O)N2C)O1,1.6
C/C=C/c1cnc2c(c1)C(=O)N([C@@H](C)CO)C[C@H](C)[C@@H](CN(C)CC1CCOCC1)O2,-0.5
C[C@@H]1CN([C@@H](C)CO)C(=O)c2cc(NS(=O)(=O)c3ccc(F)cc3)ccc2O[C@@H](C)CCCCO[C@@H]1CN(C)S(=O)(=O)c1ccc(Cl)cc1,0.0
CO[C@H]1CC[C@@H]2CCN(C)C(=O)[C@@H](C)CN(C)C(=O)c3cccc(C#N)c3OC[C@H]1O2,0.2
Cc1cc(C(=O)Nc2cccc3c2O[C@@H](CN(C)Cc2ccc(Cl)c(Cl)c2)[C@@H](C)CN([C@H](C)CO)C3=O)n(C)n1,-0.3
CO[C@@H]1CN(C)C(=O)c2cc(NC(C)=O)ccc2OC[C@@H](C)N(Cc2cc(F)ccc2F)C[C@H]1C,-1.1
CC(C)NC(=O)N(C)C[C@@H]1Oc2ccc(NC(=O)CCCCCC(=O)Nc3ccccc3N)cc2C(=O)N([C@H](C)CO)C[C@@H]1C,-0.5
CCCNC(=O)C[C@@H]1C[C@@H]2c3cc(NC(=O)NC4CCCC4)ccc3O[C@@H]2[C@H](CO)O1,0.6
CCCN1C[C@@H](C)[C@@H](OC)CN(C)C(=O)c2ccc(NC(=O)Nc3ccccc3F)cc2OC[C@H]1C,0.1
COc1ccc(C[C@@H]2CCc3cnnn3COC[C@@H](Cc3ccccc3)NC2=O)cc1,-0.8

# Carrying on:
SMILES,TcdB GH inh
COc1ccc(S(=O)(=O)N(C)C[C@H]2OCCCC[C@@H](C)Oc3ccc(NS(=O)(=O)c4ccc(Cl)cc4)cc3C(=O)N([C@H](C)CO)C[C@@H]2C)cc1,-0.8
COc1cccc(S(=O)(=O)N2CCCCN3[C@H](C2)[C@@H](c2ccc(C#CC4CC4)cc2)[C@@H]3CO)c1,-0.5
COc1ccc(S(=O)(=O)Nc2ccc3c(c2)CC(=O)N([C@@H](C)CO)C[C@@H](C)[C@@H](CN(C)S(=O)(=O)c2ccc(Cl)cc2)O3)cc1,-0.4
Cc1noc(C)c1S(=O)(=O)Nc1ccc2c(c1)C(=O)N([C@H](C)CO)C[C@H](C)[C@H](CN(C)CC1CCCCC1)OCCCC[C@@H](C)O2,-1.1
Cc1ccc(S(=O)(=O)N(C)C[C@@H]2OCCCC[C@@H](C)Oc3ccc(NC(=O)Nc4ccc5c(c4)OCO5)cc3C(=O)N([C@@H](C)CO)C[C@@H]2C)cc1,1.0
COc1ccc2c3c(n(C)c2c1)[C@@H](CO)N(Cc1cccnc1)CC31CCN(C(=O)NC(C)C)CC1,-0.4
CCC(=O)Nc1ccc2c(c1)C(=O)N(C)[C@H]1CC[C@@H](CC(=O)N[C@H](C)c3ccccc3)O[C@@H]1CO2,-1.9
C[C@@H]1CN([C@H](C)CO)C(=O)Cc2cc(NC(=O)Nc3ccc4c(c3)OCO4)ccc2O[C@@H]1CN(C)Cc1ccc(C(=O)Nc2ccccc2N)cc1,1.6
CN(C)C(=O)c1ccc(-c2ccc([C@@H]3[C@@H](CO)N4CCCCN(Cc5cncnc5)C[C@@H]34)cc2)cc1,0.2
CCC(=O)Nc1ccc2c(c1)C(=O)N(C)C[C@@H](OC)[C@@H](C)CN(Cc1ccccc1C(=O)O)[C@H](C)CO2,-1.2
COc1ccc(NC(=O)Nc2ccc3c(c2)C(=O)N([C@H](C)CO)C[C@H](C)[C@H](CN(C)C(=O)NC2CCCCC2)OCCCC[C@@H](C)O3)cc1,0.1
C[C@@H]1CN([C@H](C)CO)C(=O)c2c(c3ccccc3n2C)-c2ccccc2CO[C@@H]1CN(C)S(=O)(=O)c1ccccc1F,0.1
CN(C)Cc1cn(CC[C@H]2CC[C@@H](NC(=O)Cc3cccnc3)[C@H](CO)O2)nn1,0.5
COc1ccc(NC(=O)N(C)C[C@H]2Oc3ccc(NS(=O)(=O)c4ccc(F)cc4)cc3CC(=O)N([C@H](C)CO)C[C@H]2C)cc1,-2.2
CO[C@H]1CN(C)C(=O)c2ccc(NC(=O)NC(C)C)cc2OC[C@H](C)N(Cc2ccccn2)C[C@H]1C,-1.7
CCCC#Cc1ccc2c(c1)O[C@@H](CN(C)C)[C@H](C)CN([C@H](C)CO)S2(=O)=O,-0.8
CO[C@@H](CN(C)C(=O)c1ccc2c(c1)OCO2)[C@H](C)CN([C@@H](C)CO)S(=O)(=O)c1ccc(F)cc1,-2.0
C[C@H](CO)N1C[C@H](C)[C@@H](CN(C)C)Oc2ccc(NC(=O)Cc3ccccc3)cc2C1=O,0.1
CC(C)NC(=O)Nc1ccc2c(c1)C(=O)N([C@H](C)CO)C[C@H](C)[C@H](CN(C)C(=O)Nc1cccc3ccccc13)O2,-1.2
C[C@@H]1CN([C@H](C)CO)C(=O)c2cccc(NS(=O)(=O)c3cccs3)c2O[C@@H]1CN(C)S(C)(=O)=O,-0.8
O=C(NCc1ccncn1)[C@H]1[C@H](CO)[C@H]2Cn3c(ccc(-c4ccncc4)c3=O)[C@H]2N1CC1CC1,-0.6
C[C@H]1CN([C@@H](C)CO)C(=O)Cc2cc(NS(=O)(=O)c3cn(C)cn3)ccc2O[C@@H]1CN(C)S(=O)(=O)c1ccc(F)cc1,0.7
C[C@H](CO)N1C[C@H](C)[C@H](CN(C)S(=O)(=O)c2cccs2)Oc2ccc(NS(C)(=O)=O)cc2C1=O,-2.4
CC(C)NC(=O)Nc1ccc2c(c1)C(=O)N([C@H](C)CO)C[C@H](C)[C@@H](CN(C)C(=O)Cc1ccccc1)OCCCC[C@@H](C)O2,0.0
C[C@@H]1CCCCO[C@@H](CN(C)Cc2ccc(C(F)(F)F)cc2)[C@@H](C)CN([C@@H](C)CO)C(=O)c2cc(NC(=O)c3ccncc3)ccc2O1,0.6

# Ten structures already listed, arranged by formula weight, ascending.
SMILES,TcdB GH inh
O=C(NCc1ccncn1)[C@H]1[C@H](CO)[C@H]2Cn3c(ccc(-c4ccncc4)c3=O)[C@H]2N1CC1CC1,-0.6
COc1cccc(S(=O)(=O)N2CCCCN3[C@H](C2)[C@@H](c2ccc(C#CC4CC4)cc2)[C@@H]3CO)c1,-0.5
CO[C@H]1CN(C)C(=O)c2ccc(NC(=O)NC(C)C)cc2OC[C@H](C)N(Cc2ccccn2)C[C@H]1C,-1.7
CO[C@@H](CN(C)C(=O)c1ccc2c(c1)OCO2)[C@H](C)CN([C@@H](C)CO)S(=O)(=O)c1ccc(F)cc1,-2.0
C[C@@H]1CN([C@H](C)CO)C(=O)c2cccc(NS(=O)(=O)c3cccs3)c2O[C@@H]1CN(C)S(C)(=O)=O,-0.8
CC(C)NC(=O)Nc1ccc2c(c1)C(=O)N([C@H](C)CO)C[C@H](C)[C@H](CN(C)C(=O)Nc1cccc3ccccc13)O2,-1.2
C[C@@H]1CN([C@H](C)CO)C(=O)c2c(c3ccccc3n2C)-c2ccccc2CO[C@@H]1CN(C)S(=O)(=O)c1ccccc1F,0.1
CC(C)NC(=O)Nc1ccc2c(c1)C(=O)N([C@H](C)CO)C[C@H](C)[C@@H](CN(C)C(=O)Cc1ccccc1)OCCCC[C@@H](C)O2,0.0
COc1ccc(S(=O)(=O)Nc2ccc3c(c2)CC(=O)N([C@@H](C)CO)C[C@@H](C)[C@@H](CN(C)S(=O)(=O)c2ccc(Cl)cc2)O3)cc1,-0.4
COc1ccc(NC(=O)Nc2ccc3c(c2)C(=O)N([C@H](C)CO)C[C@H](C)[C@H](CN(C)C(=O)NC2CCCCC2)OCCCC[C@@H](C)O3)cc1,0.1

# Going on with the list:
SMILES,TcdB GH inh
C[C@H](CO)N1C[C@H](C)[C@H](CN(C)Cc2cncnc2)Oc2ncc(C#CC3CCCCC3)cc2C1=O,-0.4
COc1ccc(NC(=O)Nc2cccc3c2O[C@H](CN(C)Cc2ccccc2)[C@@H](C)CN([C@@H](C)CO)C3=O)cc1,1.3
C[C@@H]1CN([C@@H](C)CO)C(=O)c2cc(-c3ccccc3)cnc2O[C@H]1CN(C)C(=O)Nc1ccccc1F,-0.5
C[C@@H]1CN([C@H](C)CO)C(=O)c2cc(NC(=O)CCC(F)(F)F)ccc2O[C@H]1CN(C)S(=O)(=O)c1ccc(Cl)cc1,1.5
O=C(NCC[C@H]1CC[C@H](NS(=O)(=O)c2cccc(F)c2)[C@@H](CO)O1)Nc1cc(F)ccc1F,-5.0
CN1C(=O)c2cc(NC(=O)C3CCCCC3)ccc2OC[C@@H]2O[C@H](CC(=O)NCc3ccccc3F)CC[C@H]21,0.3
Cc1noc(C)c1NC(=O)N(C)C[C@H]1Oc2ccc(NC(=O)C3CC3)cc2C(=O)N([C@H](C)CO)C[C@H]1C,0.3
CO[C@@H]1CN(C)C(=O)c2cc(NC(=O)Nc3ccccc3)ccc2OC[C@@H](C)NC[C@@H]1C,0.8
COCC#Cc1ccc([C@H]2[C@H](CO)N3CCCCN(S(=O)(=O)c4ccc(OC)cc4)C[C@@H]23)cc1,-0.6
CCCNC[C@@H]1[C@@H](c2ccc(C3=CCCCC3)cc2)[C@@H](CO)N1C(=O)C1CCC1,1.4
C[C@H]1CN([C@@H](C)CO)C(=O)Cc2cc(NC(=O)CCC(F)(F)F)ccc2O[C@H]1CN(C)Cc1ccc(Cl)c(Cl)c1,-0.4
CO[C@H]1CN(C)C(=O)c2ccc(NS(C)(=O)=O)cc2OC[C@@H](C)N(CC2CCOCC2)C[C@@H]1C,-0.5
C[C@H]1CN([C@@H](C)CO)C(=O)c2cccc(NS(C)(=O)=O)c2O[C@H]1CN(C)Cc1ccc(C(=O)Nc2ccccc2N)cc1,-0.4
CC(C)NC(=O)N(C)C[C@H]1Oc2ccc(NC(=O)Nc3ccc4c(c3)OCO4)cc2CC(=O)N([C@H](C)CO)C[C@H]1C,-0.4
C[C@H]1CCCCO[C@H](CN(C)CC2CC2)[C@@H](C)CN([C@@H](C)CO)C(=O)c2cc(NS(C)(=O)=O)ccc2O1,-0.1
COCC#Cc1cnc2c(c1)C(=O)N([C@H](C)CO)C[C@H](C)[C@H](CN(C)C(=O)NC1CCCC1)O2,0.9
COc1ccccc1NC(=O)N1CC(=O)N2[C@H](C1)[C@H](c1ccc(C#Cc3ccc(F)cc3)cc1)[C@@H]2CO,-0.4
CO[C@@H]1CN(C)C(=O)c2cc(NC(=O)NC3CCCCC3)ccc2OC[C@@H](C)NC[C@H]1C,0.0
CC(C)NC(=O)N[C@H]1CC[C@@H](CC(=O)NC2Cc3ccccc3C2)O[C@@H]1CO,1.7
O=C(C[C@H]1CC[C@H](NC(=O)c2ccccc2)[C@H](CO)O1)NCCc1ccncc1,1.0
CC(C)NC(=O)N(C)C[C@H]1Oc2ccc(NS(=O)(=O)c3ccccc3)cc2C(=O)N([C@@H](C)CO)C[C@@H]1C,-8.3
C[C@H](O)C#Cc1ccc([C@@H]2[C@H]3CN(S(=O)(=O)c4ccccc4)CCCCN3[C@H]2CO)cc1,-0.5
CO[C@H]1CN(C)C(=O)c2cc(NC(=O)Nc3c(C)noc3C)ccc2OC[C@@H](C)N(CCC(F)(F)F)C[C@H]1C,-10
COc1ccc2c3c([nH]c2c1)[C@@H](CO)N(Cc1ccc(Cl)cc1)CC31CN(S(C)(=O)=O)C1,0.7
C[C@@H]1CN([C@@H](C)CO)C(=O)c2cc(NS(C)(=O)=O)ccc2O[C@@H](C)CCCCO[C@@H]1CN(C)C(=O)c1ccccc1,0.0

# The listing continues:
SMILES,TcdB GH inh
O=C(C1CC1)N1CC[C@@H]2[C@H](CO)Nc3ccc(-c4ccc(F)cc4)cc3[C@@H]21,-0.9
C[C@H](O)C#Cc1ccc([C@@H]2[C@H](CO)N3CCCCN(C(=O)c4ccc5c(c4)OCO5)C[C@@H]23)cc1,0.7
COc1ccc(CN(C)C[C@@H]2OCCCC[C@H](C)Oc3ccc(NS(=O)(=O)c4ccc(Cl)cc4)cc3C(=O)N([C@H](C)CO)C[C@H]2C)cc1,0.1
C[C@H]1CN([C@@H](C)CO)C(=O)c2cc(NS(=O)(=O)c3cn(C)cn3)ccc2O[C@H]1CN(C)C(=O)Nc1ccc2c(c1)OCO2,-0.2
Cc1ccc(-c2ccc([C@@H]3[C@@H](CO)N4CCCCN(C(=O)c5ccncc5)C[C@@H]34)cc2)cc1,-0.8
Cc1ccc(S(=O)(=O)Nc2cccc3c2O[C@H](CN(C)Cc2ccc(C(F)(F)F)cc2)[C@H](C)CN([C@H](C)CO)C3=O)cc1,0.4

# From PubChem

# The list is partial. The share of hits here may be higher or lower than overall.
